Assay outcomes (PubChem)
TCR act: activators of T cell receptors; primary human leukocytes, anti-CD3, IL-2 HTRF, 48 h; 330,000 tested, under 10 active; Potency, µM (doses to about 9.22 µM), for the others: at the highest dose activation of IL-2 secretion, actives largely listed as activators; AID 504894; note: % of control where 0% means no effect
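Using a-CD3 beads without co-stimulation, primary human leukocytes were exposed to compounds for 48 hr. An HTRF IL-2 kit measured the cytokine, with europium-to-d2 energy transfer producing emission at 665nm upon 320nm excitation.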
AT treatment: potential ataxia-telangiectasia treatment. 320,000 tested, 0.19% active. […] A-T fibroblasts, KAP-1 phosphorylation AlphaLISA; neocarzinostatin DNA damage 30 min before lysis. Potency, µM (highest dose often 57.5 µM), without a hit: at the top dose activation, usual class: activators; note: potency is the fitted concentration of half-maximal effect; % of control where 0% means no effect; nearly all actives have a fitted effect of over 45% in size
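hTERT-immortalized A-T patient fibroblasts ([…]), 500 cells/well in OPTI-MEM, 1% FBS, got compounds for 60 min, then NCS for 30 min at 37C. Lysates were then assayed for phospho-KAP-1 by AlphaLISA (anti-pKAP1 donor, anti-KAP1 acceptor beads), 6 hr at 25C.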
p53 reactivation: mutant p53 re-activation in reporter cells. H1299 p53-A138V BP100-luciferase reporter, luminescence, 24 h. Potency, µM (doses to about 92.2 µM), for the others: at the top dose activity change, positive = activation, usual class: activators. 320,000 tested, 0.063% active; note: potency is the fitted concentration of half-maximal effect; % of control where 0% means no effect; nearly all actives have a fitted effect of over 45% in size
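p53-null H1299 cells stably carrying temperature-sensitive p53-A138V and a BP100-luciferase reporter were pinned with compounds (4-point, 1:5 series) and held 24 hrs at 37 deg C. Luminescence was read 10 min after detection reagent.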
BRCA1 expr up: BRCA1 expression activation | Potency, µM (highest dose often 46.1 µM), inactives show top-dose activation, most hits filed as activators | 380,000 tested, 1.1% active | AID 624202 | MCF7-BRCA1-FFLuc reporter, luminescence, 48 h; response scale: scaled: vehicle 0%, 10 µM genistein 100%; note: potency is the fitted concentration of half-maximal effect; nearly all actives have a fitted effect of over 80% in size; some results filed as inactive show a strong effect at the top dose
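Luminescence from a BRCA1-driven firefly luciferase in MCF7 cells was the read-out, taken 15 min after substrate addition following 48 h compound exposure at 37 °C. Data were normalized to a 10 microM genistein control and DMSO vehicle.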
B2AR arrestin: beta2AR (human) beta-arrestin recruitment activity | P07550 | beta-arrestin recruitment to beta2AR, cell-based reporter | Potency, µM (top dose mostly 46.1 µM), for inactives: top-dose activation, actives largely listed as activators | 330,000 tested, 0.02% active | AID 492947;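 note: potency is the fitted concentration of half-maximal effect; 0% = DMSO controls and full agonism = EC100 isoproterenol or metaproterenol; nearly all actives have a fitted effect of over 65% in size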
a7 integrin act: activates integrin-mediated alleviation for muscular dystrophy. Potency, µM (top dose mostly 38.3 µM), inactives show top-dose activation, actives largely listed as activators. 350,000 tested, 0.064% active. alpha7betagal myoblasts, beta-gal FDG fluorescence, 48 h;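 note: potency is the fitted concentration of half-maximal effect; 100% = response of the positive control SU9516; nearly all actives have a fitted effect of over 60% in size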
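Alpha7betagal+/- myoblasts (passage 13) were plated 16-24 hr, then exposed to compounds (1:260 dilution of DMSO stock) for 48 hours at 37C. After MPER lysis, β-galactosidase reporter activity was read as FDG fluorescence (ex 480/em 540) after 30 minutes.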
TRPV1 agonist: activates the human vanilloid receptor TRPV1 | Q8NER1 | TRPV1-expressing cells, Fluo-8 calcium influx, agonist mode | activation, % at 8.33 µM | 320,000 tested, 0.19% active; in the data active = activation above about 80%; inconclusive = between about 30% and that limit; note: 0% is about no effect
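Fluo-8 calcium influx in TRPV1-expressing cells, kinetic read (ex 480/em 520 nm). Compound added and read 3 min for agonist activity, followed by capsaicin at EC20 final and 2 min further read for enhancement.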
PTAP TSG101 blk: blocks PTAP/TSG101 interaction to inhibit HIV-1 budding; Q99816; Fluorescence polarization, FITC-PTAP peptide / Tsg101 binding; Potency, µM (top dose mostly 115 µM), without a hit: top-dose activity change, negative = inhibition, usual class: inhibitors; 340,000 tested, under 10 active; AID 493005; active = well fitted inhibition curve with a large enough effect in the main read-out, with a control signal flat, not every such curve was filed as active; inconclusive = small, poorly fitted or top-dose-only effect, or effect the other way, or a change in a side signal; inactive = no such curve, though single readings can be large or run the other way; note: potency is the fitted concentration of half-maximal effect; % of control where 0% means no effect
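Steps: Tsg101 binding domain dispensed (10 uM final), compounds pinned in DMSO, FITC-labeled PTAP-motif peptide added (50 nM final); after 20 min binding at room temperature, polarization measured.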
ELG1 repair inh: ELG1-dependent DNA repair inhibition | 330,000 tested, 2.3% active | HEK293T ELG1-luciferase reporter, luminescence, 16 h; DNA damage induced by 5-fluorouridine | Potency, µM (series often up to 46.1 µM), for inactives: at the top dose activity change, negative = inhibition, actives largely listed as inhibitors | AID 504467; note: potency is the fitted concentration of half-maximal effect; % is set by controls: 0 for no effect and ±100 for the full control effect; nearly all actives have a fitted effect of over 55% in size
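Cells (2,000 per well) received 5-fluorouridine plus test compound or DMSO and were incubated 16 hr at 37 °C, 5% CO2. Luciferase activity was read by luminescence 30 min after ONE-Glo addition; signal suppression marked inhibition of damage-induced ELG1 function.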
MLL CXXC-DNA inh: blocks binding of human MLL CXXC domain to DNA. 290,000 tested, 0.037% active. AID 2662. MLL-CXXC / FITC-HOXA9 DNA fluorescence polarization. Potency, µM (series often up to 115 µM), for inactives: at the top dose activity change, negative = inhibition, most hits filed as inhibitors; active = well fitted inhibition curve with a large enough effect in the polarisation, with a control signal flat, not every such curve was filed as active; inconclusive = small, poorly fitted or top-dose-only effect, or effect the other way, or a change in a side signal; inactive = no such curve, though single readings can be large or run the other way; the % refers to the polarisation; note: potency is the fitted concentration of half-maximal effect
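Purified MLL-CXXC (added from a 7 uM solution) was preincubated 5 min at ambient with pinned compounds in 50 mM Tris-HCl pH 7.5, 50 mM NaCl, 1 mM DTT, 0.05% BSA. Fluorescein-labeled HOX-A9 DNA (50 nM solution) followed, 30 min, then polarization read.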
An asterisk follows results filed as active; ? = inconclusive; . = not tested or not shown; & = joins results of further samples; [ ] = another dose, or the depositor's remark. Unless noted, calls come from the whole dose curve; as a rule, active = well fitted curve in the direction sought with a large enough effect; inconclusive = small, poorly fitted or top-dose-only effect, or another doubt; inactive = no such curve, though single readings can be large; an effect the other way counts as inactive or inconclusive.

mol,ELG1 repair inh,a7 integrin act,AT treatment,BRCA1 expr up,TRPV1 agonist,MLL CXXC-DNA inh,B2AR arrestin,p53 reactivation,TCR act,PTAP TSG101 blk
CC1CC2C(C(O)CC3(C)C(O)CCC23)C2(C)CCC(=O)C=C12 (stereo unspecified),.,10%,.,-33%,.,.,.,.,-10%,-6%
COC(=O)C1=C(c2cccc3c2S(=O)(=O)c2ccccc2-3)C[C@@H]2CC[C@H]1N2C(=O)N1CCOCC1,-2%,-25%,3%,3%,3,.,0.1%,-8%,3%,.
CN(C)CC1CSCCC1(O)c1ccccc1Cl (stereo unspecified),-17%,8%,.,-25%,-1,0%,-0.4%,-1%,-2%[46.1 µM],2%
Cn1c(O)c(C=NC2CCN(Cc3ccccc3)CC2)c(=O)n(C)c1=O,-15%,10%,0%,1%,1,0%,-0.2%,-16%,-2%,-2%
CC12CC(O)C3C(CCC4=CC(=O)CCC43C)C1CCC2=O (stereo unspecified),.,-14%,.,-13%,.,.,.,.,2%,-1%
CCc1ccc(OCC(=O)N2CCN(CC(=O)Nc3ccccc3Cl)CC2)cc1,-14%,-2%,6%,-18%,?,.,-0.2%,18%,-2%,-1%
O=C1NC(=O)C(=Cc2cccc(OCCOc3ccccc3)c2)C(=O)N1,?,-15%,6%,.,0,8%,-0.7%,6%,3%,-7%
CCCCOP(=O)(c1ccc(N(C)C)cc1)C(Nc1ccccc1)c1ccccc1 (stereo unspecified),?,-60%[inhibitor],-3%,-81%,?,1%,-0.7%,-13%,-9%[46.1 µM],-5%
CCC(C)n1c(O)c(C=NC(C)c2ccccc2)c(=O)[nH]c1=S (stereo unspecified),2%,6%,39%,6%,5,-10%,-1.8%,1%,30%,-3%
CC1(C)C(C(=O)N2CCN(C(=O)c3ccccc3)CC2)C1(C)C,-9%,-5%,-3%,-23%,2,3%,-0.3%,-3%,0%,0%
Cc1nc2c(c(N3CCOCC3)n1)OCC(=O)N2,?,26%,5%,1%,0,15%,-1.2%,-1%,1%,-3%
O=C(c1ccco1)C12CN3CN(CN(C3)C1)C2,8%,11%[7.66 µM],1%,3%,1,0%,0.1%,4%,-4%[46.1 µM],-1%
CC(C)COC(=O)n1c(=O)oc2ccc(S(=O)(=O)N3CCCCC3)cc21,?,-17%,0%,-11%,19,56%[activator],0.6%,-3%,1%,-6%
Cc1cccc(N2CCN(C(=O)CCNS(=O)(=O)c3ccc4c(c3)oc(=O)n4C)CC2)c1C,?,22%,8%,-6%,?,-1%,0.0%,-4%,-4%,-9%
CC(C)CN(C(=O)CN1CC=C(c2ccccc2)CC1)c1c(N)n(CC(C)C)c(=O)[nH]c1=O,-4%,0%,8%,-7%,4,-3%,-1.2%,-1%,9%,0%
C[C@H](CO)N1C[C@H](C)[C@@H](CN(C)Cc2ccc(Cl)c(Cl)c2)Oc2c(NC(=O)c3ccncc3)cccc2C1=O,?,-1%,3%,-1%,.,.,-2.6%,-1%,-3%,1%
Cc1cc(N)n(C2CCN(C)CC2)n1,4%,19%,1%,32%,-4,-10%,-2.7%,-1%,2%,-1%
O=c1[nH]c(=O)n(C2CCCCC2)c(O)c1/C=C/C=Nc1ccccc1,2%,18%,-6%,-7%,?,?,-0.2%,0%,1%,?
FC(F)(F)c1ccc2c(c1)NP(=S)(N1CCOCC1)c1nccn1-2 (stereo unspecified),-2%,-22%,0%,5%,-3,?,-0.5%,-1%,1%,-6%
CCCCC1C(=O)NC(=S)N(C)C1=O (stereo unspecified),.,-7%,.,-4%,.,.,.,.,0%,0%
C/C(O)=C(\C#N)C(=O)Nc1cc(Br)ccc1Br,-2%,.,-1%,-17%&-16%,-2,-8%,0.3%,2%,-9%,-6%
Cc1ccc(CC2C(=O)N(C)C(=O)N(C)C2=O)s1,16%,-7%,9%,1%,-1,15%,-0.1%,-6%,3%,-1%

Part of the list above in order of molar mass, ascending:
mol,ELG1 repair inh,a7 integrin act,AT treatment,BRCA1 expr up,TRPV1 agonist,MLL CXXC-DNA inh,B2AR arrestin,p53 reactivation,TCR act,PTAP TSG101 blk
CCCCC1C(=O)NC(=S)N(C)C1=O (stereo unspecified),.,-7%,.,-4%,.,.,.,.,0%,0%
CC1(C)C(C(=O)N2CCN(C(=O)c3ccccc3)CC2)C1(C)C,-9%,-5%,-3%,-23%,2,3%,-0.3%,-3%,0%,0%
Cn1c(O)c(C=NC2CCN(Cc3ccccc3)CC2)c(=O)n(C)c1=O,-15%,10%,0%,1%,1,0%,-0.2%,-16%,-2%,-2%

Some of the entries so far, with two lines to a compound.
Every second line gives: ELG1 repair inh, a7 integrin act, AT treatment, BRCA1 expr up, TRPV1 agonist, MLL CXXC-DNA inh, B2AR arrestin, p53 reactivation, TCR act, PTAP TSG101 blk
- Cc1cccc(N2CCN(C(=O)CCNS(=O)(=O)c3ccc4c(c3)oc(=O)n4C)CC2)c1C
    ?, 22%, 8%, -6%, ?, -1%, 0.0%, -4%, -4%, -9%
- CC(C)CN(C(=O)CN1CC=C(c2ccccc2)CC1)c1c(N)n(CC(C)C)c(=O)[nH]c1=O
    -4%, 0%, 8%, -7%, 4, -3%, -1.2%, -1%, 9%, 0%
- C[C@H](CO)N1C[C@H](C)[C@@H](CN(C)Cc2ccc(Cl)c(Cl)c2)Oc2c(NC(=O)c3ccncc3)cccc2C1=O
    ?, -1%, 3%, -1%, ., ., -2.6%, -1%, -3%, 1%
- Cc1cc(N)n(C2CCN(C)CC2)n1
    4%, 19%, 1%, 32%, -4, -10%, -2.7%, -1%, 2%, -1%
- O=c1[nH]c(=O)n(C2CCCCC2)c(O)c1/C=C/C=Nc1ccccc1
    2%, 18%, -6%, -7%, ?, ?, -0.2%, 0%, 1%, ?
- FC(F)(F)c1ccc2c(c1)NP(=S)(N1CCOCC1)c1nccn1-2 (stereo unspecified)
    -2%, -22%, 0%, 5%, -3, ?, -0.5%, -1%, 1%, -6%
- CCCCC1C(=O)NC(=S)N(C)C1=O (stereo unspecified)
    ., -7%, ., -4%, ., ., ., ., 0%, 0%
- C/C(O)=C(\C#N)C(=O)Nc1cc(Br)ccc1Br
    -2%, ., -1%, -17%&-16%, -2, -8%, 0.3%, 2%, -9%, -6%
- Cc1ccc(CC2C(=O)N(C)C(=O)N(C)C2=O)s1
    16%, -7%, 9%, 1%, -1, 15%, -0.1%, -6%, 3%, -1%

Only part of the results is shown; rates above refer to the full screens.
